Screens from PubChem.
FLuc inh counter – firefly luciferase enzyme inhibitors, primary screen, artefact control for luciferase-based inhibitor screens, biochemical, luminescence, ATPLite; Luciferin 4-monooxygenase (Photinus pyralis), P08659; 10 min; inhibition, % at 10 µM; hit rate 1.5% among 200,000; AID 1006, 2008;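 active = inhibition above about 50% when tested at 10 µM, limit read from the data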
Target sequence (P08659 whole entry, looked up): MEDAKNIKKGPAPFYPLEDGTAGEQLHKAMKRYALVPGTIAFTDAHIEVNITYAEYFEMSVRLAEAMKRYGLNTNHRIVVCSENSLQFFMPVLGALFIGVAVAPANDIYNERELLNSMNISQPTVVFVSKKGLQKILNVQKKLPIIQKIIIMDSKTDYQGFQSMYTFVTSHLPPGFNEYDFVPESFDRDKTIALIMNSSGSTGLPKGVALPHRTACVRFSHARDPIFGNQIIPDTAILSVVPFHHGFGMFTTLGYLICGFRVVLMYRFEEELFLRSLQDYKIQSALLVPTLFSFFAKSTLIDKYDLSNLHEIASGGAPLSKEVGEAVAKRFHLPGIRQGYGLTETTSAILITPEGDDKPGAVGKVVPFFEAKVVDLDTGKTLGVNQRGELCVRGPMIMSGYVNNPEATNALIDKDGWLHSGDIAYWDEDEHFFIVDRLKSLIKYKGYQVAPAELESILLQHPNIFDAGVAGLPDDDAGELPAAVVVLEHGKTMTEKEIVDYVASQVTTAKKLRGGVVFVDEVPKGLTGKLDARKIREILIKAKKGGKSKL
bIAP activator – bovine intestinal alkaline phosphatase activators, primary screen, biochemical, bovine IAP, CDP-star luminescence | alkaline phosphatase, intestinal [Bos taurus] | purified bovine IAP, 30 min; stronger effect = higher value; fold of DMSO-control signal, blank-subtracted | activation factor at 20 µM | hit rate 0.17% among 200,000 | AID 1016, 2008;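 active = activation factor of 2 or more at 20 µM, a signal rise over negative controls twice the positive control's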
NF-kB expr up – activators of NF-kB expression in neurons, primary screen, cell-based, HTS; hit rate 1.6% among 190,000; AID 1239, 2008; human neuronal cells, NF-kB reporter expression; stronger effect = higher value; fold change at 12.5 µM; in the data active = fold change above about 3.3
TNAP act hi DEA – TNAP activators at high phosphate acceptor level, primary screen, biochemical, luminescence, uHTS. Alkaline phosphatase, tissue-nonspecific isozyme (Homo sapiens), P05186. purified TNAP, CDP-star luminescence, 1 M DEA, 30 min; stronger effect = higher value; 0 = EDTA background, 1 = DMSO-only activity. activation factor at 20 µM. 200,000 tested, under 10 active;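 active = activation factor at least 2 at 20 µM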
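Assay system: human TNAP; Input: enzyme diluted 1/800 final; Reagent: CDP-star luminogenic substrate at 100 µM final; Timing: 30 min, room temperature; Signal: luminescence; Evaluation: TNAP activation factor scaled between EDTA and DMSO control wells.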
PMI act satM6P – human PMI activators, high substrate, primary screen, biochemical, fluorescence intensity, near-saturating mannose 6-phosphate. Mannose-6-phosphate isomerase (Homo sapiens), P34949. coupled PMI enzyme assay, resazurin fluorescence, 20 min; stronger effect = higher value; 1 = untreated enzyme, 0 = substrate-free blank. activation factor at 20 µM. hit rate 0.34% among 190,000;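 active = activation factor of 2 or more at 20 µM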
Target sequence (P34949 whole entry, looked up): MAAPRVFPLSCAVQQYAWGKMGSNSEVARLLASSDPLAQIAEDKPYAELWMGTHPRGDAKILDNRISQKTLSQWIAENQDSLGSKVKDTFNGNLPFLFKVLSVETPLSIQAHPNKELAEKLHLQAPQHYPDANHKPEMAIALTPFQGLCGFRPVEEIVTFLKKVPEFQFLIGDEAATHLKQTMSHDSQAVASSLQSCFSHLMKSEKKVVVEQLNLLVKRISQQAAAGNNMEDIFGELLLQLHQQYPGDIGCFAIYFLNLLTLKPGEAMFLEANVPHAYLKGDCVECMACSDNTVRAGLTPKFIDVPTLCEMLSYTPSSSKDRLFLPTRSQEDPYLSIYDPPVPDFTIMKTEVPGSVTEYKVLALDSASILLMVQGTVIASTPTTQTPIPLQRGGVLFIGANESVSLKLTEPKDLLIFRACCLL
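Test system: human phosphomannose isomerase with PGI, G6PDH, diaphorase coupling enzymes; amount: 15 ng/mL PMI; incubation: enzyme reaction with compound 20 min at room temperature; technique: resorufin fluorescence (Ex 544/Em 590 nm) from resazurin via diaphorase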
APP 5'UTR act – activators of APP 5'UTR luciferase reporter, primary screen, SH-SY5Y cells. SH-SY5Y APP 5'UTR luciferase reporter, luminescence; zero percent = DMSO vehicle wells. activation, % at 2 µM. hit rate 1% among 190,000. AID 1276, 2008;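 active = activation above a set limit, based on mean plus 3 SD of controls, cut at about 140% in these data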; note: values of inactives mirror those of a sister screen read the other way
FLuc act counter – FLuc activators, initial screening, artefact control for FLuc-dependent activation tests, biochemical, ATPlite luminescence. ATPlite luciferase biochemical, 10 min; 0 = ATP-free wells, 1 = DMSO control. activation factor at 10 µM. 200,000 tested, under 10 active;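 active = luciferase activation factor, scaled between plate controls, of at least 2 with compound at 10 µM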
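Material: Luciferase/luciferin reagent mix; Doses: test compounds dosed from 2 mM stocks in 100% DMSO; Schedule: 10 min incubation after luciferase reagent addition, room temperature; Measured by: luminescence from luciferase reaction; Read-out: luminescence gain marking luciferase activators.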
TNAP inh noacc – human TNAP enzyme inhibitors, primary screen, biochemical, luminescent, no phosphate acceptor, uHTS; purified TNAP, CDP-star luminescence, 30 min; inhibition, % at 20 µM; hit rate 0.26% among 200,000; AID 1012, 2008;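 active = tissue-nonspecific alkaline phosphatase inhibition above about 50% at 20 µM in the single-dose screen, limit read from the data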;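 note: 0% = DMSO negative control and 100% = EDTA positive control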
PMI activator – activators of human PMI, primary screen, biochemical, fluorescence intensity, near-Km mannose 6-phosphate | purified human PMI, coupled resazurin fluorescence, 20 min; stronger effect = higher value; 1 = vehicle control, 0 substrate-free wells | hit rate 0.005% among 190,000 | Mannose-6-phosphate isomerase (Homo sapiens), P34949 | AID 1214, 2008 | activation factor at 20 µM;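 active = activation factor of 2 or more at 20 µM, relative to plate controls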
TNAP inh hiacc – human TNAP enzyme inhibitors, primary screen, biochemical, luminescent, high phosphate acceptor level, uHTS | Alkaline phosphatase, tissue-nonspecific isozyme (Homo sapiens), P05186 | purified TNAP, CDP-star luminescence, 1 M DEA | inhibition, % at 20 µM | hit rate 0.03% among 200,000;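 active = over 50% inhibition of tissue-nonspecific alkaline phosphatase at 20 µM in the single-dose screen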;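 note: plate controls were DMSO wells for no effect and EDTA-quenched wells as full inhibition for full effect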
The depositor's hits bear a star; nt = no result given; & = joins results of further samples.

Sample of the layout, 2 compounds:
Each structure is followed by: FLuc inh counter	bIAP activator	NF-kB expr up	TNAP act hi DEA	PMI act satM6P	APP 5'UTR act	FLuc act counter	TNAP inh noacc	PMI activator	TNAP inh hiacc
[1] CN1CCN(CCCNC(=O)c2cc3c(=O)oc4ccccc4c3s2)CC1
→ -6.5	1.1	1.07	1.1	0.9	20.1	1.1	-13.5	0.9	-6.6
[2] Cn1c(SCC(=O)Nc2ccccc2[N+](=O)[O-])nnc1C(F)(F)F
→ -9.2	1	1.21	1	1.1	4.0	1.1	-5.5	1.1	-1.3

The whole of this part, repeating the preview:
Each structure is followed by: FLuc inh counter	bIAP activator	NF-kB expr up	TNAP act hi DEA	PMI act satM6P	APP 5'UTR act	FLuc act counter	TNAP inh noacc	PMI activator	TNAP inh hiacc
[1] CN1CCN(CCCNC(=O)c2cc3c(=O)oc4ccccc4c3s2)CC1
→ -6.5	1.1	1.07	1.1	0.9	20.1	1.1	-13.5	0.9	-6.6
[2] Cn1c(SCC(=O)Nc2ccccc2[N+](=O)[O-])nnc1C(F)(F)F
→ -9.2	1	1.21	1	1.1	4.0	1.1	-5.5	1.1	-1.3
[3] CNC(=S)Nc1cc(C)ccc1OC(F)F
→ -4.9	0.9	1.17	1.1	1	-7.0	1	-8.8	0.9	-7.0
[4] Cc1nnc(SCC(=O)N2CCOCC2)n1C
→ -4.2	0.9	1.01	1	0.9	2.8	1	-8.3	0.9	-4.8
[5] CCCCC(=O)Nc1ccc2c(c1)nc(CCN1CCOCC1)n2C
→ -1.5	1	1.3	1.1	0.9	3.3	1	-15.6	1	-5.9
[6] CCCn1c(-c2ccc(OC)cc2)nc2nc3ccccc3nc21
→ -3.3	1	0.83	1.1	0.9	-0.5	1	-11.7	1	-9.0
[7] CCc1nc2c(c(=O)[nH]1)C1(CCCC1)Cc1ccccc1-2
→ -0.9	1	1.21	1	1	8.2	1	-7.6	1	-1.2
[8] O=C(Nc1ccc2c(c1)OCO2)N1CCN(c2ccccc2)CC1
→ -2.9	1	1.52	1	0.9	7.5	1	-3.1	1	-3.7
[9] CSc1ccccc1NC(=O)CSc1n[nH]c(N)n1
→ -8.1	1.1	1.06	1.1	1	-0.1	1.1	-22.8	1	-6.1
[10] COc1ccc(CNC(=O)/C=C/c2ccco2)cc1OC
→ 4.0	0.7	0.92	1	1	-4.6	1	-4.5	1	4.8
[11] Cc1c(O)cc2c(c1O)C(=O)CC(c1ccc(O)cc1)O2 (stereo not drawn)
→ -9.1	1	0.93	1.1	1.1	0.1	1.1	-4.6	1	-7.9
[12] NC(=O)COc1ccc(NC(=O)OCc2ccccc2)cc1
→ 39.8	1	1.01	1	0.9	26.1	0.6	-4.6	0.9	4.2
[13] CCc1nnc(NC(=O)CSc2nccn2-c2cccc(C)c2)s1
→ -0.8	1.1	1.14	1.1	0.9	-6.4	1	-4.7	0.9	-7.5
[14] O=C(CNC(=S)N(Cc1ccc(F)cc1)C1CCCCC1)NCC1CCCO1 (stereo not drawn)
→ -4.5	1.2	1.03	1	0.9	29.1	1	-0.2	1	0.5
[15] Cc1cc(NC(=O)CSc2n[nH]c(-c3cccs3)n2)no1
→ -7.3	0.9	0.91	1	0.9	8.0	1.1	9.1	0.8	-3.4
[16] COc1cc(/C=N/NC(=O)COc2ccc(Cl)cc2)ccc1OS(=O)(=O)c1ccc(C)cc1
→ -2.3	0.9	0.56	1	0.8	12.9	1	1.7	0.8	0.0
[17] O=C(NCCCn1ccnc1)C(=O)NCC1OCCN1S(=O)(=O)c1ccc(Cl)cc1 (stereo not drawn)
→ -10.7	0.9	1.17	1	1.1	-10.5	1.1	-0.5	1	-0.6
[18] COc1ccc(C(=O)CSc2nnc(-c3cc(C)on3)o2)cc1
→ -3.8	0.9	1.15	1	0.9	9.3	1	-15.9	1	1.8
[19] CCC(C)(C)n1nnnc1C(c1cccnc1)N1CCC(Cc2ccccc2)CC1 (stereo not drawn)
→ -7.3	1	0.83	1	nt	13.7	1.1	-11.6	nt	-3.5
[20] CCCCc1ccc(-c2ccc(Br)cc2)nc1
→ 44.0	1	5.95*	1	1	124.9	0.6	-5.9	0.9	-2.3
[21] CCOC(=O)N1CCN(C(=O)CCN2C(=O)COc3ccc(C)cc32)CC1
→ -6.3	1	1.19	1	1	10.4	1.1	-7.1	1	-4.2
[22] CCC1c2ccc(C)n2CCN1C(=O)Nc1ccccc1OC (stereo not drawn)
→ 9.2	0.9	1.33	1	0.8	16.9	0.9	-10.1	1	-1.9
[23] CCn1c(SCC(=O)Nc2cccc(C)c2)nc2c(c1=O)SC(C)C2 (stereo not drawn)
→ -4.3	0.8	1.12	1	0.9	7.3	1	-14.1	0.9	-2.2
[24] O=C(NC1CCCCCC1)C1C2C=CC3(CN(Cc4cccnc4)C(=O)C13)O2 (stereo not drawn)
→ -0.4	1	2.31	1	0.9	0.0	1	-6.4	0.9	-0.4
[25] COc1ccc(F)cc1C(=O)C1CCCN(C(=O)Cc2c(C)noc2C)C1 (stereo not drawn)
→ -1.2	1	1.03	1.1	1.3	-1.4	1	-10.8	1.1	-5.9
[26] CCC(CC)n1[nH]c(=O)cc1N
→ -1.4	1	0.87	1	1	-18.9	1	-3.5	1	4.3
[27] O=C(NCCc1ccccc1)C1CCC(CNc2c(N3CCCCC3)c(=O)c2=O)CC1 (stereo not drawn)
→ -10.9	1	1.19	1	1.1	18.9	1.1	-5.1	1.1	-4.9
[28] O=C(N/N=C/c1cc2c(cc1Cl)OCO2)c1ccncc1
→ 4.0	1	1.2	1	1	2.8	1	-2.2	1	-2.5
[29] CNC(=O)CO/N=C/c1ccc(N(C)C)cc1
→ 0.5	1	1.76	1	1	10.0	1	8.1	1.1	0.0
[30] Cc1ccc(-c2cc3ncc(C#N)c(N)n3n2)cc1
→ 16.0	1.1	1	1	1	75.8	0.8	-10.1	1.1	-2.7
[31] CCN(CC)S(=O)(=O)c1ccc(-n2cnnn2)c(C)c1
→ -4.6	1	1	1.1	1	13.4	1	-9.7	0.9	-6.1
[32] CCCSc1cc(NCCOC(=O)CCC)c([N+](=O)[O-])c2nonc12
→ -5.1	0.4	1.11	1	0.5	-11.3	1.1	0.1	0.6	2.4
[33] CCOc1ccc(S(=O)(=O)Nc2nc3ccc(OC)cc3s2)cc1
→ -6.5	0.9	1.01	1.1	1	-2.6	1.1	-7.4	1	-6.4
[34] CCOc1cc(/C=N/O)cc(Br)c1OCC
→ -5.7	1	1.03	1	0.9	3.1	1.1	-2.3	0.9	2.2
[35] COc1ccc(Cn2nnnc2CN2CCN(c3ccc(OC)cc3)CC2)cc1
→ 5.1	1.1	1.08	1	0.9	-1.2	0.9	-1.9	1	2.8
[36] Cc1ccc(S(=O)(=O)/N=C(\CN2CCOCC2)N2CCOCC2)cc1
→ -7.0	1	1.08	1	1	0.8	1.1	-1.3	0.5	1.4
[37] CCOc1ccccc1Nc1nnc(SC(C)C(=O)Nc2nc(-c3ccccc3)cs2)s1 (stereo not drawn)
→ -2.7	1	1.04	1	1	-3.9	1	-3.5	1	-0.4
[38] COc1ccc(COC(=O)Nc2c(SC)nsc2SC)cc1
→ -6.3	1	0.98	1	1.1	5.0	1.1	-0.9	1.1	-1.0
[39] CC(=O)c1ccc(NC(=O)COc2ccccc2C(=O)Nc2ccc(C)cn2)cc1
→ 0.4	1	nt	1	1	-20.0	1	-19.4	1	-1.7
[40] O=C(O)c1ccc(COc2ccc(Cl)cc2)o1
→ -7.5	0.9	1.3	1	1.1	0.6	1.1	-3.2	1	-1.7
[41] COc1ccc(S(=O)(=O)NCCSC(C)(C)C)c(Cl)c1Cl
→ 6.7	0.4	0.88	1	0.9	-2.4	0.9	-4.1	0.9	-3.8
[42] COc1ccc(NC(=O)C(=O)NCC(=O)Nc2cccc(C(F)(F)F)c2)cc1
→ -0.5	0.9	1.22	1	1	-17.5	1	-5.3	1	-2.9
[43] N#C/C(=N\O)c1nc(-c2ccccc2)cs1
→ -2.3&-4.7	0.9&0.9	1.2&1.02	1.1&1	1&0.9	4.5&3.4	1&1	-4.1&-8.9	1&1	-5.1&-2.0
[44] CC(=O)c1c(-c2ccccc2)c2ccccc2[nH]c1=O
→ -6.4	1.1	0.92	1.1	1	-17.0	1.1	-8.6	0.9	-5.2
[45] NC(=O)CCS(=O)(=O)c1ccccc1
→ -11.8	1.1	1	1.1	1.1	4.1	1.1	-2.9	1.1	-7.6
[46] C/C(CC(=O)Nc1ccccn1)=N\NC(=O)c1ccccc1
→ -6.1	0.9	1.58	1	1.1	9.9	1.1	-13.5	1.1	-1.6
[47] CCOC(=O)CNC(=S)N(Cc1cccs1)C1CCCCC1
→ -4.5	0.9	1.03	1	0.9	-7.8	1	5.1	0.9	-0.1
[48] CC12CCCCC1c1ccccc1C(=NCC(=O)O)N2 (stereo not drawn)
→ -4.8	1	1.03	1	1	-2.7	1	-10.8	1	-2.3

One compound at a time (already shown).
`CNC(=S)Nc1cc(C)ccc1OC(F)F` as listed: FLuc inh counter: -4.9; bIAP activator: 0.9; NF-kB expr up: 1.17; TNAP act hi DEA: 1.1; PMI act satM6P: 1; APP 5'UTR act: -7.0; FLuc act counter: 1; TNAP inh noacc: -8.8; PMI activator: 0.9; TNAP inh hiacc: -7.0
`COc1ccc(C(=O)CSc2nnc(-c3cc(C)on3)o2)cc1` as listed: FLuc inh counter: -3.8; bIAP activator: 0.9; NF-kB expr up: 1.15; TNAP act hi DEA: 1; PMI act satM6P: 0.9; APP 5'UTR act: 9.3; FLuc act counter: 1; TNAP inh noacc: -15.9; PMI activator: 1; TNAP inh hiacc: 1.8
